Granule exo inh: blocks lytic granule exocytosis; AID 651702; inhibition, % at 10 µM; 360,000 compounds, 0.66% hits; TALL-104 LAMP-1 surface exposure, flow cytometry; cells stimulated with thapsigargin and PMA;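 active = inhibition above about 55%, limit read from the data; inconclusive = no clear call, values can overlap the other calls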
Vif inh: inhibitors of HIV Vif | HEK293T cells, Vif self-association by quenched fluorescence, imaging, 24 h | inhibition, % at 7.49 µM | 340,000 compounds, 0.35% hits; in the data active = inhibition above about 50%, passing the limit was not always enough; inconclusive = no clear call, values can overlap the other calls; inactive = below about 31%; also: some results filed as inactive read as strong as hits
MITF TRPM1 inh: inhibitors of MITF-driven TRPM1 promoter in melanoma cells; SK-MEL-5 TRPM1 promoter luciferase, 24 h; 330,000 compounds, 0.83% hits; inhibition, % at 12.5 µM;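 active = mean inhibition across replicates of 60% or more, whatever share of single replicates reaches that level; inconclusive = some that reach 60%, reason not given; inactive = mean inhibition across replicates below 60%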; also: values of inactives mirror those of a sister screen read the other way
PDI turbidity: inhibitors of human protein disulfide isomerase. PDI insulin aggregation turbidity, A650, 90 min. AID 588391. P07237. inhibition, % at 10 µM. 350,000 compounds, 0.052% hits;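 active = mean inhibition across replicates of 30% or more, whatever share of single replicates reach that level; inconclusive = mean inhibition below 30% while every single replicate reaches 30%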;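 also: absorbance from insulin aggregation driven by PDI reduction with DTT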
Target sequence (P07237 whole entry, looked up): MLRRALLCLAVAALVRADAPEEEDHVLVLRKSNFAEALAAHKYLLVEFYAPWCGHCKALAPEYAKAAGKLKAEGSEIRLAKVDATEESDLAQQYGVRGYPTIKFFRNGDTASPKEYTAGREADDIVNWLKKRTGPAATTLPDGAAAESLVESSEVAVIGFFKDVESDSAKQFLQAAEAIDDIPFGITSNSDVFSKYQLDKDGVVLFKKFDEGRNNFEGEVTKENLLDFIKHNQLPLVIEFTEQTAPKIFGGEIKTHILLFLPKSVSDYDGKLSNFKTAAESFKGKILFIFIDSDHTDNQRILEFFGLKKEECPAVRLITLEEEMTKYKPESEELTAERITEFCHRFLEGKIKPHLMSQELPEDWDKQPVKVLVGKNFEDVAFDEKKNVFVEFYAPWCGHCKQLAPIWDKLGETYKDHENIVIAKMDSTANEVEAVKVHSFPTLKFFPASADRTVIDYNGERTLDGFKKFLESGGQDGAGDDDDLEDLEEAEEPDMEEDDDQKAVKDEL
aDG glyco act: alpha-DG glycosylation activation; Pro5-aDG cells, alpha-DG glycosylation AlphaScreen (IIH6); 0% Pro5, 100% B10-LARGE cell signal; activation, % at 10 µM; 360,000 compounds, 0.22% hits; AID 624168;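 active = activation of at least 8% versus controls, or a plate z-score of at least 8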;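 also: Pro5 are CHO cells carrying HIG-tagged alpha-DG that lacks glycosylation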
HIF-2a inh: inhibitors of HIF-2a | 786-0 RCC cells HIF-2a reporter, luciferase luminescence, overnight | inhibition, % at 18.8 µM | 360,000 compounds, 0.72% hits | AID 624352;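 active = inhibition of the luminescence signal of 40% or more relative to plate controls, in a single-dose primary screen at 18.75 µM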
hiPSC survival: enhancers of human iPSC single-cell survival; hiPSC single-cell survival, ATPlite luminescence; 100% = ROCK inhibitor wells, 0% = DMSO; survival enhancement, % at 20 µM; 360,000 compounds, 0.044% hits; AID 602274; in the data active = survival enhancement above about 18%;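 also: cells exposed to compounds for 16 hours before the ATP read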
NR2E3 ag-1: NR2E3 (human) agonism. Q9Y5X4. inhibition of corepressor binding, % at 4.78 µM. AID 2300. 320,000 compounds, 0.12% hits. GST-NR2E3/biotin-RetCOR TR-FRET, 1536-well;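 active = percent inhibition above the cutoff of mean plus 3 SD of all tested compounds, set per screening campaign, cut at about 20% in these data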;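 also: 0% = DMSO wells and 100% = biotin wells as full block of FRET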
Target sequence (Q9Y5X4 whole entry, looked up): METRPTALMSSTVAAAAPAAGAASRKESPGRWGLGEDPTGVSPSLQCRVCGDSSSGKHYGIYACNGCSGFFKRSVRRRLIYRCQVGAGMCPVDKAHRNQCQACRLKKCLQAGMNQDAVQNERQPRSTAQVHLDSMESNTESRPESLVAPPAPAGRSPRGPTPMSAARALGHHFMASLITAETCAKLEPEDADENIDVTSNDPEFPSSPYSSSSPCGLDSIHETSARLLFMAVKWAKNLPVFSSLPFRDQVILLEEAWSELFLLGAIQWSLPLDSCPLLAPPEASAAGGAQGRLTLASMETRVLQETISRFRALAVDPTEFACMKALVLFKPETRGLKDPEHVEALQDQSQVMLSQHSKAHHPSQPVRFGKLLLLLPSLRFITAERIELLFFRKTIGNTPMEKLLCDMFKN
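Material: NR2E3–RetCOR corepressor complex / Incubation: Compound–protein incubation for 5 h at 4 °C / Dosing: compound at 4.8 µM, single dose / Detection: time-resolved FRET / Benchmarks: high control biotin, low control 0.6% DMSO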
Peg3 prom inh: reduces Peg3 promoter-driven luciferase expression in HeLa; AID 588405; 360,000 compounds, 1.7% hits; inhibition, % at 20 µM; HeLa PEG-Prom luciferase reporter, luminescence, overnight;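 active = inhibition of at least 50% at 20 µM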
NR2E3 ag-2: activates human NR2E3 receptor; Q9Y5X4; CHO-S Gal4-NCOR/VP16-NR2E3 two-hybrid, luciferase; inhibition of corepressor binding, % at 3.98 µM; 360,000 compounds, 0.35% hits; AID 602229;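 active = inhibition above the mean of all tested compounds plus 3 SD, cut at about 70% in these data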;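 also: 0% = DMSO with NR2E3 transfected cells and 100% = cells lacking NR2E3 construct; higher means lower luciferase signal from less NR2E3 corepressor binding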
CaV13 ICDI inh: Primary screen for inhibitors of IQ motif and Ca2+-dependent inactivation inhibitor domain binding in CACNA1D, Förster resonance energy transfer in living cells, … | inhibition, % at 12.3 µM | HEK cells, CFP/YFP FRET ICDI-IQ, plate reader, 10 min; percent FRET-ratio fall versus neutral wells | 340,000 compounds, 0.098% hits;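 active = mean replicate inhibition of at least 30% and at least 1% of replicates passing that level; inconclusive = only one of the two criteria is met; inactive = neither criterion is met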;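 also: 0% = median of the neutral control wells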
* marks the source's active call; other numbers are inactive results; ? = inconclusive; . = no result given.

Order of values – NR2E3 ag-1	Peg3 prom inh	HIF-2a inh	MITF TRPM1 inh	PDI turbidity	Granule exo inh	hiPSC survival	NR2E3 ag-2	Vif inh	CaV13 ICDI inh	aDG glyco act
- CC(=O)c1cccc(NC(=O)COC(=O)c2ccccc2C)c1
 : 4.5	-300.0	-242.6	-91.8	-13.7	1.9	-0.4	-35.5	1.5	-3.1	0.2
- COc1ccc(OC)c(Nc2cc(C)nc3ccc(C)cc23)c1
 : 2.1	17.8	19.2	12.6	-3.8	55.9*	-0.1	-50.2	-11.5	-20.3	-0.2
- O=C1CCc2cc(S(=O)(=O)N3CCN(c4ccccc4)CC3)cc3c2N1CCC3
 : 1.9	7.5	16.6	0.1	-2.3	-3.1	0.2	0.3	2.3	-1.7	0.0
- COc1c(C)cc(C(=O)C2CCCN(C(=O)c3cc4nc(C)cc(C)n4n3)C2)cc1C (configuration not stated)
 : 0.2	-14.8	-57.0	.	-2.6	-6.1	6.2	1.7	-2.3	-3.3	0.2
- CC(C)CNC(=O)C1(C)CCCN1C(=O)c1cc2ccccc2s1 (configuration not stated)
 : .	8.3	3.7	.	-13.5	2.4	0.4	6.0	5.0	-2.7	-0.1
- O=c1cc(-c2ccc(C3CCCCC3)cc2)[nH][nH]1
 : 2.7	-14.0	-90.7	-15.9	4.7	4.3	-3.0	-22.3	-4.9	-5.6	0.1
- CN(C)c1ccc(N=Nc2ccccc2C(=O)OCC(=O)N2CCCC2)cc1
 : -2.9	-134.2	-110.0	-16.6	-3.3	-2.4	0.4	-56.1	-4.7	-4.8	0.2
- Cc1ccc([N+](=O)[O-])cc1NC(=O)CN(C(=O)c1ccccc1Cl)C1CCCCC1
 : 1.6	14.9	8.3	3.4	1.5	-3.3	-0.1	-31.7	7.0	-3.1	-0.1
- Cc1ccccc1Cn1c(=O)n(CCCC(=O)NCc2ccco2)c(=O)c2sccc21
 : 1.8	14.2	16.9	3.4	0.8	2.9	1.0	-6.4	.	.	0.1
- COc1ccccc1-n1cnc2cc(NCc3ccccn3)ccc21
 : 6.3	-48.7	-122.0	2.7	-6.0	-4.8	5.2	-20.0	-7.6	-4.1	0.0
- CCN(C[C@H]1N[C@@](C)(C(=O)OC)[C@H]2C(=O)N(Cc3ccccc3)C(=O)[C@@H]12)C(=O)Nc1ccc(F)cc1
 : .	1.2	-1.3	-1.6	7.8	1.5	0.1	-13.1	-1.1	-6.8	0.0
- CCOc1cc(-n2cnnn2)c(OCC)cc1NC(=O)c1cnccn1
 : 3.7	16.1	2.8	-2.1	-0.9	-0.9	2.1	-21.8	8.6	-15.9	-0.1
- CC1(C)SC(=S)N(/N=C/c2cccnc2)C1N(O)C(=O)Nc1ccccc1 (configuration not stated)
 : -1.7	1.4	2.6	0.8	-3.1	-6.5	-0.2	-11.4	2.2	2.4	0.0
- Cc1ccc(OCc2csc(N)n2)cc1
 : 1.4	-236.9	-211.0	-50.3	-3.7	3.6	-0.3	-93.2	-6.1	-5.8	-0.2
- C/C(=C\C(=O)c1cccnc1)Nc1ccc(C)c(C)c1
 : 0.9	-204.5	-207.4	-101.1	-5.0	-0.4	-1.3	8.6	-10.5	-5.0	1.2
- N#CCSc1nc2c(cc1C#N)CCCCCC2
 : -1.4	-4.3	-1.6	-8.7	-11.3	3.7	3.2	-33.8	11.0	-4.0	0.1
- Cc1ccc(NC(=O)c2ccccc2-c2ccccc2C(=O)O)cc1
 : 0.3	9.3	16.1	-10.5	3.5	-1.2	-0.2	-13.4	-3.4	-5.2	0.0
- O=C(CCCc1ccccc1)Nc1ccc2c(c1)OCCO2
 : 3.2	-174.9	-115.7	-50.1	-1.3	-2.6	-1.9	-4.5	0.1	5.1	-0.2
- CN(C)CCCN(C(=O)c1ccco1)c1nc(-c2ccc(Cl)cc2)cs1
 : -2.9	-13.2	-13.8	-14.9	-4.5	37.8	-0.7	20.7	?	-21.5	0.2
- COCCn1c(SCC(=O)Nc2sc(C)c(C)c2C#N)nnc1C(C)C
 : -2.1	12.8	1.6	-5.2	1.1	-0.7	0.2	-29.1	-5.1	-4.5	0.4
- CC1(C)C(=O)C2(CCCCC2)C(=O)OC1C(=O)c1ccccc1 (configuration not stated)
 : 3.7	-3.9	6.7	-5.5	-5.7	-3.3	-1.8	-0.2	1.2	-17.9	0.1
- CCOC(=O)[C@]12CCCC=C1N(Cc1cccc3ccccc13)C(=O)[C@H](CC(=O)N1CCCCC1)C2
 : .	.	0.9	.	.	-2.6	-0.8	-33.9	.	-1.9	-0.1
- Cc1cc(C)c(C(=O)/C=C/c2ccc3c(c2)OCO3)c(=O)[nH]1
 : 0.6	30.5	13.1	13.9	2.2	5.1	-2.3	6.8	8.5	-7.0	-0.1
- Cn1ncc([N+](=O)[O-])c1C(=O)Nc1ccc(-c2ccccc2)cc1
 : 0.6	-34.8	-53.2	-4.5	-0.6	-12.4	-0.6	-20.8	-10.7	-4.0	0.0
- COc1ccc(NC(=O)CN(C)C(=O)c2cc(-c3ccccc3)nc3ccccc23)cc1
 : 2.3	35.4	12.6	8.0	-4.8	-3.5	-0.2	-2.5	-0.9	-2.1	-0.3
- O=C(NNC(=O)c1cc(S(=O)(=O)N2CCOCC2)c(Cl)cc1Cl)c1ccccc1F
 : .	-8.8	-17.7	-11.0	-3.0	-1.2	7.4	-3.8	-2.1	-5.4	0.1
- O=C(OCc1nnc(-c2ccccc2)o1)c1ccc(S(=O)(=O)NCc2ccco2)cc1
 : 7.5	2.1	6.0	14.2	-5.8	-3.5	14.6	-37.3	-7.9	.	-0.1
- COc1ccc(N(C(=O)CNC(=O)c2cccs2)C(C(=O)NCC2CCCO2)c2ccccc2)cc1 (configuration not stated)
 : 3.6	-3.7	7.5	10.7	3.9	4.3	-0.6	6.2	9.1	8.2	-0.1
- O=c1c2cccc3c2c(nn1CN1CCOCC1)-c1ccccc1-3
 : 0.5	15.3	-7.7	26.3	-3.6	3.1	0.6	-27.8	-11.3	.	1.7
- COC(=O)CCC(=O)N1CN2CN(C(=O)CCC(=O)OC)CC([N+](=O)[O-])(C2)C1
 : 1.5	6.5	11.8	-7.2	-1.3	13.2	-0.1	-7.5	3.4	-2.3	0.0

Three compounds from above, sorted by their value in NR2E3 ag-1, smallest number first:
smiles	NR2E3 ag-1
CC1(C)SC(=S)N(/N=C/c2cccnc2)C1N(O)C(=O)Nc1ccccc1 (configuration not stated)	-1.7
Cc1ccc([N+](=O)[O-])cc1NC(=O)CN(C(=O)c1ccccc1Cl)C1CCCCC1	1.6
O=C1CCc2cc(S(=O)(=O)N3CCN(c4ccccc4)CC3)cc3c2N1CCC3	1.9

Next section.
Order of values – NR2E3 ag-1	Peg3 prom inh	HIF-2a inh	MITF TRPM1 inh	PDI turbidity	Granule exo inh	hiPSC survival	NR2E3 ag-2	Vif inh	CaV13 ICDI inh	aDG glyco act
- O=C(Nc1cc2c3c(c1)CC(=O)N3CCC2)C1CCCCC1
 : -2.7	-1.1	7.2	0.8	-4.3	-0.4	-0.3	-22.5	11.7	-6.6	0.2
- CC(C)CCOc1ccc(C2(C)NC(=O)NC2=O)cc1 (configuration not stated)
 : 4.1	4.2	-24.1	4.2	16.1	3.1	-0.2	16.1	-4.9	-4.5	0.0
- COc1ccccc1C(=O)Nc1ccc(S(=O)(=O)N2CCN(C)CC2)cc1
 : 1.1	19.9	2.9	-8.3	8.6	-0.3	-0.7	-1.4	16.0	-20.2	0.0
- Cc1ccc(S(=O)(=O)N2CCN(C(=O)c3ccco3)CC2)cc1
 : -1.7	10.1	19.9	4.1	6.5	5.1	-0.6	6.5	8.8	-4.5	-0.1
- O=C(NC1CCCC1)C(c1cccnc1)N(C(=O)c1csnn1)c1ccccc1 (configuration not stated)
 : 3.5	-0.3	15.9	-13.8	1.3	-16.3	1.5	-5.3	-6.2	-3.2	-0.2
- CCCS(=O)(=O)c1cscc1NC(=O)c1c(-c2c(F)cccc2Cl)noc1C
 : -0.3	10.8	14.2	-29.3	-0.1	4.1	0.6	-0.6	-4.2	-4.9	0.0
- COc1ccc(CCNC(=O)CNCC2CCCCC2)cc1OC
 : 0.5	0.0	9.8	-9.3	3.7	14.2	1.1	-8.2	5.0	-5.0	0.2
- Cc1n(N)c2ccccc2[n+]1CC(=O)c1ccccc1
 : 1.4	5.6	12.8	9.8	23.5	-3.8	-1.6	8.4	14.1	7.2	0.0
- CCC[C@@H]1CCCO[C@@](C(=O)NCc2ccc(S(C)(=O)=O)cc2)(C(F)(F)F)C1
 : 1.9	6.0	9.2	-9.8	-0.6	-4.0	-3.0	4.9	-3.9	-5.9	-0.2
- O=C(CCCN1C(=O)C(c2ccccc2)Oc2cccnc21)Nc1ccccc1Br (configuration not stated)
 : .	8.9	12.9	.	-2.6	9.7	-1.5	-25.1	6.4	-4.9	0.3
- CCOC(=O)c1c(O)c2ccccc2oc1=O
 : 1.2	-8.2	16.9	-4.9	-0.2	-7.4	-0.4	3.8	-1.9	-0.9	0.0
- O=C(c1cccnc1)N1N=C(C2CC2)CC1(O)C(F)(F)F (configuration not stated)
 : -0.1	-0.9	16.0	-3.0	3.2	-3.8	-2.2	15.2	4.8	2.3	0.3
- O=C(NC1CCCC1)C(c1ccccc1F)N(C(=O)c1csnn1)C1CC1 (configuration not stated)
 : 2.9	3.5	11.7	5.3	-5.1	2.4	2.0	19.7	7.3	-4.1	-0.1
- O=C(CN(c1ccc(Cl)c(C(F)(F)F)c1)S(=O)(=O)c1ccccc1)N/N=C/c1cccc2c1OCCO2
 : -0.4	44.5	16.3	10.4	-3.2	1.5	0.0	-8.7	-5.6	.	-0.2
- CCCCNC(=O)[C@H]1C[C@H]1[C@@H](O)[C@H](CO)NC(=O)[C@H](Cc1ccccc1)NC(=O)OC(C)(C)C
 : 3.7	-0.8	14.4	-8.2	-1.1	7.3	1.0	-13.8	-2.1	-4.9	0.1
- CCC(=O)N1CCc2nc(-c3ccccc3)sc2C1
 : -1.9	-221.1	-202.2	-80.2	-6.6	2.9	0.3	-65.8	-2.0	-3.2	0.1
- O=C(CCC1N=C2c3ccccc3N=C(SCc3ccc(F)cc3)N2C1=O)NCc1ccco1 (configuration not stated)
 : -0.9	-6.6	-19.9	8.8	10.9	1.0	1.3	-14.6	5.0	-4.7	0.3
- O=C(CCNS(=O)(=O)c1c(Cl)cccc1Cl)OCC(=O)c1ccccc1
 : 2.9	10.6	14.1	-5.3	-2.2	2.2	-0.1	10.4	28.3	-3.0	0.2
- COc1ccc2c(c1)C1CC(C)(NC(=O)C1C(=O)c1ccccc1)O2 (configuration not stated)
 : -1.4	19.8	-2.9	-1.6	-3.0	0.9	-1.3	8.6	-1.3	-5.3	0.1
- Fc1ccc(-c2csc(-c3cccnc3)n2)cc1F
 : -1.0	-129.0	-109.2	-33.9	0.7	6.0	-0.6	-54.0	-18.2	-19.1	0.0
